D2 agonist: HTS Assay for Allosteric Agonists of the Human D2 Dopamine Receptor: Primary Screen for Agonists; activation, % at 2 µM; 0.53% of 340,000 active; HEK293 T-REx D2 cells, calcium flux agonist mode; D(2) dopamine receptor (Homo sapiens), P14416;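 active = activation over 3 SD above normal in the single-dose calcium agonist read, cut at about 30% in these data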; also: 0% is about no effect
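HEK293 Trex D2 cells, tetracycline-induced, o/n 30 C 5% CO2; no-wash Ca dye, RT 30–90 min; 10-cycle baseline, 23 nl cpd added, kinetic Ca read 180 s; agonist hits = positive Ca response.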
Vif-A3G inh: qHTS for Inhibitors of Vif-A3G Interactions: qHTS. DNA dC->dU-editing enzyme APOBEC-3G (Homo sapiens), Q9HC16. HeLa A3G-eYFP + Vif (tagged APOBEC3G with the HIV-1 protein that degrades it), YFP fluorescence, overnight. Potency, µM (titrated, usually from 46.1 µM), for inactives: at the highest dose activity, negative = active, actives largely listed as inhibitors. 0.076% of 410,000 active. AID 602310, 2012;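 also: potency is read from the fitted curve at half-maximal effect; % is scaled to controls: 0 for no effect and ±100 for the full control effect; nearly all actives have a fitted effect of over 60% in size; hits raise eYFP signal because A3G escapes Vif-driven loss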
Target sequence (Q9HC16 whole entry, looked up): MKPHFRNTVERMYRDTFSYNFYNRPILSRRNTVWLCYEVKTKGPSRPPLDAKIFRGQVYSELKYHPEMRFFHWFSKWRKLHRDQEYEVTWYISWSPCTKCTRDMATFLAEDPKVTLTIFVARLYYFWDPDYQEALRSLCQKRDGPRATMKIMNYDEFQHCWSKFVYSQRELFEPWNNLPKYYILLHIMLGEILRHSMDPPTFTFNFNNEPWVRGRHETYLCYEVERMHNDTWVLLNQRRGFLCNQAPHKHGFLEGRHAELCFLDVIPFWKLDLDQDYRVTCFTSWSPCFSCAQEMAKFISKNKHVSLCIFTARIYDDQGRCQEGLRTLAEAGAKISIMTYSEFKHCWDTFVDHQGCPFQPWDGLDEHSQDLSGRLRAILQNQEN
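Read-out is eYFP fluorescence (Ex 488/Em 500-530) from Vif-expressing HeLa A3G-eYFP cells; more signal means A3G escaped Vif-mediated degradation. Cells plated overnight, compound pinned in, incubated overnight at 37 deg C.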
D2 antag: HTS Assay for Allosteric Antagonists of the Human D2 Dopamine Receptor: Primary Screen for Antagonists; HEK293 TREx D2 cells, calcium flux, dopamine EC80; inhibition, % at 10 µM; 2% of 340,000 active; in the data active = inhibition above about 30%; also: 0% is about no effect
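Tetracycline-induced HEK293 T-REx cells expressing D2 force-coupled to calcium signalling were dye-loaded, exposed to compound for 180 s, then challenged with an EC80 of dopamine; calcium flux was followed kinetically for a further 180 s.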
RGS4 inhibitor: Inhibitors of Regulator of G Protein Signaling (RGS) 4: qHTS; 0.039% of 390,000 active; Potency, µM (series often up to 114 µM), for the others: at the highest dose activity change, negative = inhibition, hits mostly inhibitors; Transcreener GDP fluorescence polarization, RGS4-accelerated GTP hydrolysis; Regulator of G-protein signaling 4 (Homo sapiens), P49798; also: potency is read from the fitted curve at half-maximal effect; % is scaled to controls: 0 for no effect and ±100 for the full control effect; nearly all actives have a fitted effect of over 75% in size; some results filed as inactive show a strong effect at the top dose
Target sequence (P49798 whole entry, looked up): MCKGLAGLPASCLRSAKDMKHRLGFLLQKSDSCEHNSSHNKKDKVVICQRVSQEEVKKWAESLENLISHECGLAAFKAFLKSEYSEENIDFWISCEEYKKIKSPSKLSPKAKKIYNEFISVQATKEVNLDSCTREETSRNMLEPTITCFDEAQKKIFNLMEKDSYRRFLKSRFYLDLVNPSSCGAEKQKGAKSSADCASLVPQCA
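MLSMR compounds (23 nl, pin-transferred) preincubated 10 min at room temperature with a 500nM (2x) first reagent, then RGS4 at 900nM (2x) plus Transcreener GDP mix added; fluorescence polarization (620/688 nm) read before and after 90 min at 30 °C.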
ERG Ets-DNA blk: qHTS for Small Molecule Inhibitors of the ERG Ets/DNA interaction | Transcriptional regulator ERG (Homo sapiens), P11308 | fluorescence polarization, His-ERG Ets domain / labelled DNA | Potency, µM (doses to about 76.9 µM), inactives show at the highest dose FP activity, negative = inhibition, usual class: inhibitors | 0.028% of 370,000 active | AID 624246, 2012; active = well fitted inhibition curve with a large enough effect in the polarisation, with a control signal flat; inconclusive = small, poorly fitted or top-dose-only effect, or effect the other way, or a change in a side signal; inactive = no such curve, though single readings can be large or run the other way; the % refers to the polarisation;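 also: polarization taken with two DNA probes labelled with fluorescein and Texas red; potency is read from the fitted curve at half-maximal effect; % of control where 0% means no effect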
Target sequence (P11308 whole entry, looked up, the tested form may be a part): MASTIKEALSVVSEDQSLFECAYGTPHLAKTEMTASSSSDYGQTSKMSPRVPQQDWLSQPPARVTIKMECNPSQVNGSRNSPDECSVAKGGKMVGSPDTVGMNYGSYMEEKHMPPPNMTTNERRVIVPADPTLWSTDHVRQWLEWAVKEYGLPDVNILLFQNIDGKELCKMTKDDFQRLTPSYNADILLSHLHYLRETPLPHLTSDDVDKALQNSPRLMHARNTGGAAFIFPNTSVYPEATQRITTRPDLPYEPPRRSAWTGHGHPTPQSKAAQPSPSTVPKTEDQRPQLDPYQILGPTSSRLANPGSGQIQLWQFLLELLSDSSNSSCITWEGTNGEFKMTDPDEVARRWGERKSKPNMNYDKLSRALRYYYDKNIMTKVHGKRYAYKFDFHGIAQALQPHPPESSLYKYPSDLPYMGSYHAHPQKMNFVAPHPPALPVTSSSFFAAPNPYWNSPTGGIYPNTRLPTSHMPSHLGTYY
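His-tagged ERG Ets domain (1 uM in the protein solution; 300mM KCl, 50mM Tris-HCl, 1mM EDTA, 1mM DTT, pH 7.5) received compound, then a probe mix of 5 nM fluorescein-DNA and 100nM Texas-615-DNA. Fluorescence polarization was read for both dyes.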
12-LOX inh: Primary qHTS assay for inhibitors of human arachidonate 12S-lipoxygenase (ALOX12): Round 2; purified 12hLO, xylenol orange hydroperoxide absorbance; Potency, µM (doses to about 108 µM), for inactives: at the highest dose activity change, negative = inhibition, usual class: inhibitors; 1.1% of 580,000 active; also: potency is read from the fitted curve at half-maximal effect; % is scaled to controls: 0 for no effect and ±100 for the full control effect
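Purified human 12hLO at 150 nM in 25 mM Hepes, 0.01% Triton X-100, pH 7.0, preincubated 15 min at room temperature with compound. Reaction started with 40 uM arachidonic acid, 30 min at room temperature. Hydroperoxide measured by Fe-xylenol orange, 573/405 nm absorbance ratio.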
LDHA block: qHTS assay for inhibitors of human lactate dehydrogenase | L-lactate dehydrogenase A chain (Homo sapiens), P00338 | purified LDHA, NADH/diaphorase-resazurin fluorescence; stronger effect = lower value | activity change, % (values are at about 110 or 230 µM) | 0.15% of 480,000 active | AID 1347041, 2019; in the data active = activity change below about -30%; inconclusive = mostly about -25% to -30%;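 also: plate controls were DMSO wells for no effect and wells without enzyme for full effect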
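Human LDH5 (2 nM) was incubated with 0.06 mM NADH and 0.2 mM pyruvate for 5 min at room temperature in Tris pH 7.4. Remaining NADH was coupled through diaphorase/resazurin, and resorufin fluorescence was read at 0 and 20 min.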
GRP78 ERSR act: qHTS for Inducers of the Endoplasmic Reticulum Stress Response (ERSR) in Human Glioma: qHTS; U87-MG GRP78 promoter luciferase reporter, 16 h; Potency, µM, for the others: at the top dose activation, usual class: activators; 0.02% of 420,000 active; also: potency is read from the fitted curve at half-maximal effect; series mostly up to about 76 µM; % of control where 0% means no effect; nearly all actives have a fitted effect of over 35% in size
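Stably transfected U87-MG glioma cells carrying a GRP78-based luciferase sensor; 16 h compound incubation. Luminescence end-point read 10 min after Bright-Glo addition at room temperature.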
Vif-APOBEC3F blk: qHTS for Inhibitors of Vif-A3F Interactions: qHTS | HeLa A3F-eYFP + Vif (tagged APOBEC3F with the HIV-1 protein that degrades it), YFP fluorescence increase | Potency, µM (titrated, usually from 46.1 µM), inactives show at the highest dose activity, negative = active | 0.2% of 390,000 active; also: potency is read from the fitted curve at half-maximal effect; % of control where 0% means no effect; nearly all actives have a fitted effect of over 65% in size
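Fluorescence increase (Ex 488/Em 500-530) after overnight compound treatment at 37 deg C flags inhibition of Vif-driven A3F-eYFP loss in stable HeLa A3F-eYFP/Vif cells seeded overnight beforehand.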
Numbers without * were called inactive; ? = inconclusive; . = not tested or not shown; [ ] = remark or other dose. Unless noted, calls follow the shape of the dose curve; as a rule, active = well fitted curve in the direction sought with a large enough effect; inconclusive = small, poorly fitted or top-dose-only effect, or another doubt; inactive = no such curve, though single readings can be large; an effect the other way counts as inactive or inconclusive.

SMILES	D2 agonist	Vif-A3G inh	D2 antag	RGS4 inhibitor	ERG Ets-DNA blk	12-LOX inh	LDHA block	GRP78 ERSR act	Vif-APOBEC3F blk
CCc1cccc(OCCCCNCCOC)c1	0.0	-5%	-21	-13%	3%	?	-11	0%	0%
CCCCN1CC(=O)N2[C@H]3c4ccc(OC)cc4OC[C@@H]3[C@H](c3ccccc3)[C@]2(C)C1=O	0.3	1%	8	4%	-5%	3%	3	-5%	3%
CCC(C)N(C(=O)COC(=O)/C=C/c1ccc(O)c(OC)c1)C1CCS(=O)(=O)C1 (centres undefined)	0.5	2%	-8	?	-1%	-13%	8	0%	-10%
CC(=O)[C@@H]1[C@@H](C(=O)c2ccc(C)cc2)[C@]2(C(=O)Nc3ccccc32)[C@H]2C=Cc3cc(F)ccc3N12	3.3	-15%	16	?	1%	8%	3	-4%	1%
Cc1ccccc1NC(=O)c1sc(NC(=O)C2CC2)nc1C	0.2	-7%	7	-7%	6%	12%	-4	-5%	0%
CCc1ccc(C(C)NC(=O)C2CCCO2)cc1 (centres undefined)	0.5	1%	3	-7%	-4%	9%	-2	-1%	-2%
NNc1cc2c(nn1)CCN(C(=O)c1ccccc1)C2	.	?	.	.	.	-15%	2	-3%	2%
COc1cc(S(=O)(=O)NCc2ccncc2)c(OC)cc1Cl	-0.8	-1%	-6	?	1%	-7%	5	-2%	-8%
CC(C)C(NC(=O)c1ccc(F)cc1)C(=O)Nc1cccnc1 (centres undefined)	2.5	0%	5	18%	-6%	-4%	0	-3%	12%
N#CC1(NC(=O)CSc2nnc(C3CC3)n2C2CC2)CCCCC1	-0.4	1%	-13	-2%	1%	0%	0	-4%	-3%
O=C(Nc1ccc(Br)cc1)C(c1ccccc1)c1ccccc1	-0.6	-4%	16	-4%	8%	52%[activator]	-3	-5%	-12%
O=C(Cc1ccc(Cl)cc1)NNc1c(F)c(F)cc(F)c1F	-1.2	-4%	11	2%	2%	0%	-1	0%	-3%
O=C(Nc1ccc(NC(=S)NC(=O)c2ccccc2Cl)cc1)c1cccc(Cl)c1	.	-3%	.	-15%	-4%	0%	-2	5%	?
O=C(N=C1SC2CS(=O)(=O)CC2N1Cc1ccc(F)cc1)C1CCCO1 (centres undefined)	0.2	0%	12	-30%	10%	6%	0	-1%	-2%
COc1ccccc1C(=O)Oc1cc(N)n(S(=O)(=O)c2ccccc2)n1	0.8	2%	8	28%	-12%	3%	-9	-4%	4%
CC(=O)c1cccc(NC(=O)N2CCCC2C(=O)NCc2ccc3c(c2)OCO3)c1 (centres undefined)	0.4	-5%	-8	-9%	3%	-3%	-4	-2%	2%
CC(C)(C)Nc1c([N+](=O)[O-])c(=O)sc2ccccc12	1.6	-9%	29	-8%	-3%	-25%	-7	-2%	?
COc1ccc(-c2ccccc2)cc1NCc1ccc(OC)c(OC)c1	7.0	-7%	-6	-4%	0%	3%	-2	-2%	0%
CC(=O)Nc1cccc(NC(=O)C2CC3CCC2C3)c1 (centres undefined)	-0.1	-1%	-7	-5%	-1%	4%	-7	0%	0%
OC(CNC1Cc2ccccc2C1)COc1ccc(Cl)cc1 (centres undefined)	2.5	-5%	-23	-9%	2%	?	-3	0%	-1%
O=C(NCc1ccco1)c1cnc2n(c1=O)CCS2	0.5	3%	-1	-7%	1%	-10%	3	-3%	-2%
C#CCOCCOCCOCCNc1nc(N2CCN(C(=O)Cn3cc(CCCCN)nn3)CC2)nc(N2CCN(C(=O)[C@H](Cc3ccc(O)cc3)n3cc(CCO)nn3)CC2)n1	.	0%	.	4%	-4%	?	-1	-3%	-2%
O=C(c1cccc(N2C(=O)C3C4C=CC(C4)C3C2=O)c1)N1CCCc2ccccc21 (centres undefined)	0.2	0%	-18	-10%	-2%	27%	-3	-4%	-16%
Cc1cccc(NC(=O)Nc2ccc(Oc3c(F)c(F)c(F)c(F)c3F)cc2)c1	0.6	-3%	0	10%	.	-1%	1	-2%	0%
CCCN(C(=O)C1CC(=O)N(c2ccccc2C(C)CC)C1)C1CCS(=O)(=O)C1 (centres undefined)	0.0	3%	26	-5%	-1%	0%	-9	-6%	1%

Sorted by molecular weight (rising): some entries from above
SMILES	D2 agonist	Vif-A3G inh	D2 antag	RGS4 inhibitor	ERG Ets-DNA blk	12-LOX inh	LDHA block	GRP78 ERSR act	Vif-APOBEC3F blk
O=C(NCc1ccco1)c1cnc2n(c1=O)CCS2	0.5	3%	-1	-7%	1%	-10%	3	-3%	-2%
N#CC1(NC(=O)CSc2nnc(C3CC3)n2C2CC2)CCCCC1	-0.4	1%	-13	-2%	1%	0%	0	-4%	-3%
O=C(Nc1ccc(NC(=S)NC(=O)c2ccccc2Cl)cc1)c1cccc(Cl)c1	.	-3%	.	-15%	-4%	0%	-2	5%	?

The list continues:
SMILES	D2 agonist	Vif-A3G inh	D2 antag	RGS4 inhibitor	ERG Ets-DNA blk	12-LOX inh	LDHA block	GRP78 ERSR act	Vif-APOBEC3F blk
CC(C)(C)c1ccc(-c2noc(CCC(=O)NCC3CCCO3)n2)cc1 (centres undefined)	-0.4	1%	14	-19%	-18%	-21%	-1	-11%	-3%
NC(=O)C[n+]1cccc2ccccc21	7.0	0%	-3	-3%	-3%	?	-19	-3%	-18%
CN(C)CCCN(C(=O)c1ccc(S(=O)(=O)N2CCc3ccccc32)cc1)c1nc2ccc(F)cc2s1	2.0	3%	-1	10%	-6%	?	-3	1%	0%
CC(C)CCn1c(=O)c2ccccc2n2c(CCl)nnc12	3.2	-11%	-3	14%	5%	0%	-3	-10%	-7%
COc1ccc(/C=C/C(=O)NC(=S)N2CCSCC2)cc1	0.3	0%	7	-15%	4%	-8%	-1	0%	?
CC1(C(=O)NS(=O)(=O)c2ccccc2Cl)CCN1C(=O)C1CC1 (centres undefined)	.	-4%	.	.	.	-11%	-10	-3%	.
CC1CCCN(C(=O)Cn2nnc(-c3ccccc3F)n2)C1 (centres undefined)	-0.6	-4%	5	-4%	8%	?	0	4%	0%
CC(C)CC(NC(=O)C1CCC(C)CC1)C(=O)Nc1ccccn1 (centres undefined)	-0.4	-2%	7	-9%	3%	6%	-1	-6%	-8%
COc1ccc(-n2c(Cc3cccn3C)nnc2SCC(=O)Nc2nc(C)cs2)cc1	-2.6	-1%	-12	-12%	8%	242%[activator]	2	-5%	1%
COc1cc2cc(CCOC(=O)c3ccc(C#N)cc3)oc(=O)c2cc1OC	-0.4	-1%	7	-1%	10%	-7%	0	-4%	9%
CCC1=C(c2ccc(C)cc2)S(=O)(=O)N=C1N1CCC(C(=O)Nc2ccccc2F)CC1	0.4	.	.	8%	-9%	?	-5	.	.
Cc1cccc(-c2nc(CN3CCCC(C(=O)NC4CCC(C)CC4)C3)c(C)o2)c1 (centres undefined)	0.5	2%	-5	-23%	-5%	?	-4	-2%	-11%
Oc1[nH]c2ccccc2c1N=NC(=S)N1CCOCC1	0.1	-18%	7	-33%	-4%	.	-16	6%	-9%
CCOC(=O)c1[nH]c2ccccc2c1NC(=O)CC(C)(C)C	-0.6	0%	-6	6%	-8%	-3%	-5	1%	5%
CCC(C)c1ccccc1NC(=O)c1cccc(-n2cnnn2)c1 (centres undefined)	.	0%	.	20%	-1%	?	3	-3%	-3%
CC1CCC2CCCCC2N1C(=O)c1cc([N+](=O)[O-])cc([N+](=O)[O-])c1 (centres undefined)	0.3	-1%	11	-18%	10%	2%	9	-7%	1%
O=C(N/N=C/c1ccc(-c2ccccc2[N+](=O)[O-])o1)[C@H]1C[C@@H]1c1ccccc1	0.6	-10%	13	?	?	17%	21	-2%	-9%
Cc1ccc(NC(=O)C2CCCN(C(=O)c3ccc(Cl)cc3)C2)cc1 (centres undefined)	-0.4	1%	5	?	-7%	-9%	-3	5%	7%
CN(C)S(=O)(=O)n1cnc(-c2ccccc2)c1-c1ccccc1	-0.1	-1%	-4	-4%	-4%	0%	-9	0%	-5%
CSc1ccc(S(=O)(=O)N2CCCC2)cc1	-0.1	0%	13	17%	4%	158%[activator]	-1	-4%	-4%
Cc1ccsc1C(=O)N(Cc1nnc(-c2ccccc2Cl)o1)C1CC1	0.3	2%	-8	-19%	3%	-5%	-5	-3%	10%
Cc1nc2c(=O)[nH]c(=S)[nH]c2[nH]c1=O	.	2%	.	?	17%	-12%	-3	-7%	3%
CCC(C)c1ccccc1N=Cc1ccc2c(c1)OCO2 (centres undefined)	3.2	1%	8	-14%	-4%	-21%	4	-6%	-17%
C[C@@H]1CN([C@@H](C)CO)C(=O)c2cc(-c3ccccc3F)cnc2O[C@H]1CN(C)Cc1cccc(F)c1	.	3%	.	.	.	0%	2	-4%	1%
CCCCN(C)C(=O)CN1C(=O)CCn2nc(-c3cn(C)c4ccccc34)cc21	1.5	0%	.	14%	8%	-22%	-3	-1%	-9%
CC1CCN(c2ccc(NC(=O)c3cccnc3Cl)cc2)CC1	-0.1	3%	7	-25%	18%	-18%	3	2%	4%

Source: PubChem

A portion of the library, so the mix of outcomes need not match the whole.
